Screening data as filed in PubChem BioAssay.
KOR beta-arrestin-1 = KOR agonists, beta-arrestin recruitment, primary screen, cell-based, luminescence, uHTS (AID 1777). KOR beta-arrestin recruitment, luminescence; higher % means a stronger effect. activation, % at 10 µM; hits with a dose series show EC50 in µM. 280,000 tested, 0.02% active; in the data active = activation above about 50%, passing the limit was not always enough; note: a part of the inactive calls stands beside numbers as strong as those of hits
K1F lysis inhibition = inhibition of K1F phage lysis, E. coli UTI89, bacterial capsule biogenesis inhibitors, alamar blue (AID 488966). E. coli UTI89 K1F phage lysis, alamar blue, 2 h; higher % means a stronger effect. one-dose inhibition, % at 100 µM; IC50 in µM for titrated hits. 340,000 tested, 0.02% active;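 active = phage lysis inhibition, versus mean bacterial control, above a set limit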;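 note: capsule biogenesis inhibitors block K1F phage lysis so surviving cells raise fluorescence; higher fluorescence means more inhibition of phage lysis; actives were called in the ten point dose series up to 300 µM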
GPR55 activation = GPR55 agonists via beta-arrestin recruitment, primary screen, imaging, U2OS cells, beta-arrestin-GFP redistribution (AID 1961); U2OS GPR55 beta-arrestin-GFP redistribution imaging; higher % means a stronger effect; activation, % at 10 µM, or EC50 in µM where a hit was titrated; 290,000 tested, 0.048% active;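 active = activation above 40% with more than 50 cells counted in the well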;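 note: U2OS osteosarcoma cells stably expressing GPR55 and beta-arrestin-GFP; plate controls were DMSO negative control for no effect and LPI positive control for full effect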
MgcRacGAP inhibition = MgcRacGAP GTPase-activating activity inhibitors, confirmation, biochemical, ADP Hunter fluorescence; MgcRacGAP-stimulated Rac1 GTP hydrolysis, ADP Hunter fluorescence; higher % means a stronger effect; GST-tagged Rac1 F28L mutant substrate; one-dose inhibition, % at 30 µM; IC50 in µM for titrated hits; 340,000 tested, 0.6% active;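 active = first-screen hits whose inhibition reached a set limit at any dose in the follow-up dose series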;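 note: fluorescence reports GDP produced by GAP-driven GTP hydrolysis; strong numbers were not always called active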
KOR beta-arrestin-2 = KOR antagonists, beta-arrestin recruitment, cell-based, luminescence, uHTS (AID 1778); KOR beta-arrestin recruitment, luminescence, antagonist mode; higher % means a stronger effect; inhibition, % at 10 µM; hits with a dose series show IC50 in µM; 290,000 tested, 0.091% active; in the data active = inhibition above about 50%; note: strong numbers were not always called active
GPR35 arrestin U2OS = GPR35 antagonists blocking zaprinast-driven arrestin recruitment, primary screen, imaging, U2OS, beta-arrestin-GFP, zaprinast agonist (AID 2058); 290,000 tested, 0.052% active; U2OS GPR35 beta-arrestin-GFP translocation imaging, zaprinast antagonism; higher % means a stronger effect; one-dose inhibition, % at 10 µM; IC50 in µM for titrated hits;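 active = inhibition of at least 50% with at least 30 cells and total cytoplasm GFP at most 10,000,000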
NTR1 agonist = agonists of NTR1, primary screen, imaging, U2OS cells, beta-arrestin-GFP, high content (AID 493036). NTR1-U2OS beta-arrestin-GFP spot imaging, agonist mode. activation, % at 20 µM. P30989. 330,000 tested, 0.17% active;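 active = activation at or above 40% of the spot to cytoplasm intensity ratio, with at least 20 cells analyzed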;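 note: 0% = DMSO without peptide and 100% = 100 nM NTR1 peptide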
Target sequence (P30989 whole entry, looked up): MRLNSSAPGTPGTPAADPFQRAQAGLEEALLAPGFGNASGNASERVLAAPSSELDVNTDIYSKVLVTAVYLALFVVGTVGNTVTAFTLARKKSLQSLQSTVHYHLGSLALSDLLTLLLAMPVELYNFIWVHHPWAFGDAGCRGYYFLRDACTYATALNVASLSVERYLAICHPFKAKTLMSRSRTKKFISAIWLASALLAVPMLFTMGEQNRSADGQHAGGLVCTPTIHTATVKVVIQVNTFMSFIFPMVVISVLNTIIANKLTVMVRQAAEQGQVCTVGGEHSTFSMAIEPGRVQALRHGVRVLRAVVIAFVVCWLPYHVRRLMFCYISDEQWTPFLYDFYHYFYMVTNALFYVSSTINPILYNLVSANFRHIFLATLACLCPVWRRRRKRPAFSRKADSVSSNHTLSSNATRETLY
GPR55 LPI antagonism = GPR55 antagonists blocking LPI-driven arrestin recruitment, primary screen, imaging, U2OS, beta-arrestin-GFP, LPI agonist (AID 2013); U2OS GPR55 beta-arrestin-GFP translocation imaging, LPI antagonism; higher % means a stronger effect; 290,000 tested, 0.13% active; one-dose inhibition, % at 10 µM; IC50 in µM for titrated hits;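 active = spots per cell inhibited over 60%, with over 100 cells counted and total cytoplasm intensity under 500,000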;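 note: U2OS cells stably carrying GPR55 and arrestin-GFP stimulated by 5 µM LPI near EC80; imaged beta-arrestin-GFP aggregate spots per cell after agonist stimulation; plate controls were LPI-stimulated DMSO wells for no effect and DMSO wells without LPI for full effect; some results filed as inactive read as strong as hits; confirmed hits need IC50 under 10 µM and bright autofluorescent wells are also inconclusive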
NOD1 NF-kB reporter = inhibition of NOD1-driven NF-kB reporter – cell-based, luminescence, uHTS, primary screen (AID 1578) | NOD1-driven NF-kB luciferase reporter cells, luminescence; higher % means a stronger effect | inhibition, % at 4 µM; hits with a dose series show EC50 in µM | 290,000 tested, 1% active; in the data active = inhibition mostly above about 36%, no sharp cut-off; inactive = mostly below about 34%;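 note: HEK-293T reporter cells stimulated with the NOD1 agonist gamma-tri-DAP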
NTR1 agonist cell count 20 µM = second read-out of NTR1 agonist, no call of its own (marks repeat the call); cell count; measured here: cell count, cytotoxicity flag
Numbers without * were called inactive; [ ] = another dose, or the depositor's remark. An excerpt; rates above refer to the full screens.

How did CCC1CCCCN1Cc1c(O)ccc2c(=O)c(-c3ccccc3)coc12 (stereo not drawn) do in these assays?
KOR beta-arrestin-1: -1.1%; K1F lysis inhibition: -0.9%; GPR55 activation: 0.2%; MgcRacGAP inhibition: 16%; KOR beta-arrestin-2: -3%[20 µM]; GPR35 arrestin U2OS: 7%; NTR1 agonist: 0.6; GPR55 LPI antagonism: -8%; NOD1 NF-kB reporter: -6%; NTR1 agonist cell count 20 µM: 57

How did CCOC(=O)N1CCN(Cc2nc3c(c(=O)n(C)c(=O)n3C)n2Cc2cc(C)ccc2C)CC1 do in these assays?
KOR beta-arrestin-1: -9.3%; GPR55 activation: 0.3%; KOR beta-arrestin-2: 13%; GPR35 arrestin U2OS: -5%; GPR55 LPI antagonism: 8%; NOD1 NF-kB reporter: 0%

What do the screens show for `CC(C)C(NC(=O)c1ccc(C(C)(C)C)cc1)C(=O)N1CCCC1` (stereo not drawn)?
KOR beta-arrestin-1: 1.8%; K1F lysis inhibition: 0.3%; GPR55 activation: -0.3%; MgcRacGAP inhibition: 0%; KOR beta-arrestin-2: -22%; GPR35 arrestin U2OS: -2%; NTR1 agonist: 0.7; GPR55 LPI antagonism: -3%; NOD1 NF-kB reporter: -17%; NTR1 agonist cell count 20 µM: 51

What do the screens show for `O=C(COn1nnc2ccc(S(=O)(=O)N3CCOCC3)cc21)Nc1c(F)c(F)c(F)c(F)c1F`?
KOR beta-arrestin-1: -1.3%; K1F lysis inhibition: 0.6%; GPR55 activation: -0.1%; MgcRacGAP inhibition: 8%; KOR beta-arrestin-2: -11%; GPR35 arrestin U2OS: -9%; NTR1 agonist: -1.3; GPR55 LPI antagonism: 18%; NOD1 NF-kB reporter: -47%; NTR1 agonist cell count 20 µM: 23

How did COCCNC(=O)C(c1ccc(O)cc1)N(Cc1cccs1)C(=O)CCC(=O)Nc1ccccn1 (stereo not drawn) do in these assays?
KOR beta-arrestin-1: -1.7%; K1F lysis inhibition: 0.2%; GPR55 activation: -0.1%; MgcRacGAP inhibition: 7%; KOR beta-arrestin-2: -9%; GPR35 arrestin U2OS: 11%; NTR1 agonist: -0.8; GPR55 LPI antagonism: -2%; NOD1 NF-kB reporter: 27%; NTR1 agonist cell count 20 µM: 42

What do the screens show for `NC(=O)COc1ccc(Nc2nnc(-c3ccc(O)cc3)c3ccccc23)cc1`?
KOR beta-arrestin-1: -0.8%; K1F lysis inhibition: -0.3%[50 µM]; GPR55 activation: -0.1%; MgcRacGAP inhibition: 16%; KOR beta-arrestin-2: 27%; GPR35 arrestin U2OS: -6%; NTR1 agonist: -1.2; GPR55 LPI antagonism: 12%; NOD1 NF-kB reporter: -4%; NTR1 agonist cell count 20 µM: 51

How did CCN(CC)c1ccc(NC(=O)CNCc2ccccc2Cl)c(C)c1 do in these assays?
KOR beta-arrestin-1: -2.0%; K1F lysis inhibition: 0.2%; GPR55 activation: -0.1%; MgcRacGAP inhibition: 31µM*; KOR beta-arrestin-2: -3%; GPR35 arrestin U2OS: 18%; NTR1 agonist: -0.3; GPR55 LPI antagonism: 5%; NOD1 NF-kB reporter: -8%; NTR1 agonist cell count 20 µM: 80

Results for CCOC(=O)c1ccc(Nc2cc(C)nc(-c3ccccc3O)n2)cc1 ?
KOR beta-arrestin-1: -0.5%; K1F lysis inhibition: -2.6%; GPR55 activation: 0.2%; MgcRacGAP inhibition: 0%; KOR beta-arrestin-2: -17%; GPR35 arrestin U2OS: 1%; NTR1 agonist: 21; GPR55 LPI antagonism: -3%; NOD1 NF-kB reporter: 0%; NTR1 agonist cell count 20 µM: 52

What do the screens show for `COc1cccc(NC(=O)COC(=O)c2cccnc2)c1`?
KOR beta-arrestin-1: 3.4%; K1F lysis inhibition: 0.3%; GPR55 activation: -0.1%; MgcRacGAP inhibition: 6%; KOR beta-arrestin-2: -64%; GPR35 arrestin U2OS: -19%; NTR1 agonist: -0.7; GPR55 LPI antagonism: -4%; NOD1 NF-kB reporter: 9%; NTR1 agonist cell count 20 µM: 90

Results for CCOC(=O)N1CCN(C(=O)c2cccc(NC3=NC4CS(=O)(=O)CC4S3)c2)CC1 (stereo not drawn) ?
KOR beta-arrestin-1: -0.8%; K1F lysis inhibition: 7.9%; GPR55 activation: 0.0%; MgcRacGAP inhibition: 4%; KOR beta-arrestin-2: -2%; GPR35 arrestin U2OS: 4%; NTR1 agonist: -1.4; GPR55 LPI antagonism: -1%; NOD1 NF-kB reporter: -26%; NTR1 agonist cell count 20 µM: 55

Results for CC(=O)Oc1ccccc1N(C(C)=O)S(=O)(=O)c1ccc2ccccc2c1 ?
K1F lysis inhibition: -2.5%; GPR55 activation: 0.2%; MgcRacGAP inhibition: 1%; KOR beta-arrestin-2: -14%[20 µM]; GPR35 arrestin U2OS: -2%; NTR1 agonist: 0.9; GPR55 LPI antagonism: 1%; NOD1 NF-kB reporter: -37%; NTR1 agonist cell count 20 µM: 62

How did CCOC(=O)C1C(=O)N(C(=O)c2cncc(Br)c2)CC1c1ccccc1 (stereo not drawn) do in these assays?
KOR beta-arrestin-1: 5.3%; K1F lysis inhibition: -0.3%; GPR55 activation: -0.2%; MgcRacGAP inhibition: 8%; KOR beta-arrestin-2: -37%; GPR35 arrestin U2OS: 9%; NTR1 agonist: 2.2; GPR55 LPI antagonism: 6%; NOD1 NF-kB reporter: -35%; NTR1 agonist cell count 20 µM: 67

What do the screens show for `COc1ccc2cnn(-c3ccc(C)cc3)c(=O)c2c1OC`?
KOR beta-arrestin-1: 8.5%; K1F lysis inhibition: 0.0%; GPR55 activation: 0.3%; MgcRacGAP inhibition: 4%; KOR beta-arrestin-2: -26%; GPR35 arrestin U2OS: 4%; NTR1 agonist: 0.1; GPR55 LPI antagonism: 3%; NOD1 NF-kB reporter: 8%; NTR1 agonist cell count 20 µM: 48

Results for COc1ccc(NC(=O)CC(Cc2ccccc2)C(=O)O)cc1 (stereo not drawn) ?
KOR beta-arrestin-1: -2.1%; K1F lysis inhibition: 0.4%; GPR55 activation: -0.1%; MgcRacGAP inhibition: 8%; KOR beta-arrestin-2: 29%; GPR35 arrestin U2OS: 10%; NTR1 agonist: 1.8; GPR55 LPI antagonism: 6%; NOD1 NF-kB reporter: 3%; NTR1 agonist cell count 20 µM: 77

What do the screens show for `CN1CCN(c2oc(COc3ccc(-c4ccccc4)cc3)nc2C#N)CC1`?
KOR beta-arrestin-1: 1.5%; K1F lysis inhibition: 1.1%; GPR55 activation: -0.4%; MgcRacGAP inhibition: 6%; KOR beta-arrestin-2: 8%; GPR35 arrestin U2OS: 2%; NTR1 agonist: 2.2; GPR55 LPI antagonism: 0%; NOD1 NF-kB reporter: -33%; NTR1 agonist cell count 20 µM: 44

How did CC(C)Sc1nc2c(c(=O)[nH]c(=O)n2C)n1CCc1ccccc1 do in these assays?
KOR beta-arrestin-1: -0.8%; K1F lysis inhibition: 0.4%; GPR55 activation: -0.1%; MgcRacGAP inhibition: 4%; KOR beta-arrestin-2: -8%; GPR35 arrestin U2OS: 17%; NTR1 agonist: 7.1; GPR55 LPI antagonism: -13%; NOD1 NF-kB reporter: -1%; NTR1 agonist cell count 20 µM: 59

How did O=P(Cc1nnco1)(c1ccccc1)c1ccccc1 do in these assays?
KOR beta-arrestin-1: -14%; K1F lysis inhibition: 0.6%; GPR55 activation: -0.2%; MgcRacGAP inhibition: 13%; KOR beta-arrestin-2: 8%; GPR35 arrestin U2OS: 25%; NTR1 agonist: 0.5; GPR55 LPI antagonism: -5%; NOD1 NF-kB reporter: 19%; NTR1 agonist cell count 20 µM: 43

What do the screens show for `COc1cc(OC)c(OC)cc1/C=C(\C#N)C(=O)NCc1cccs1`?
KOR beta-arrestin-1: -3.2%; K1F lysis inhibition: 0.0%; GPR55 activation: -0.1%; MgcRacGAP inhibition: 6%; KOR beta-arrestin-2: 0%; GPR35 arrestin U2OS: -8%; NTR1 agonist: 1.4; GPR55 LPI antagonism: -8%; NOD1 NF-kB reporter: -24%; NTR1 agonist cell count 20 µM: 65

Results for O=C(Nc1cccnc1)c1noc2c1CCCCC2 ?
KOR beta-arrestin-1: -3.8%; K1F lysis inhibition: -2.6%; GPR55 activation: -0.2%; MgcRacGAP inhibition: -2%; KOR beta-arrestin-2: -16%; GPR35 arrestin U2OS: -2%; NTR1 agonist: -0.4; GPR55 LPI antagonism: -10%; NOD1 NF-kB reporter: 14%; NTR1 agonist cell count 20 µM: 69

How did Cc1cc2cc(CNC(=O)NC3CCCCC3)ccc2[nH]1 do in these assays?
KOR beta-arrestin-1: 3.8%; K1F lysis inhibition: 4.3%; GPR55 activation: 0.1%; MgcRacGAP inhibition: 12%; KOR beta-arrestin-2: -21%; GPR35 arrestin U2OS: 12%; NTR1 agonist: -0.5; GPR55 LPI antagonism: 5%; NOD1 NF-kB reporter: -25%; NTR1 agonist cell count 20 µM: 50

Results for CCOC(=O)CC1C(=O)NCCN1C(=O)c1ccc(C)cc1 (stereo not drawn) ?
KOR beta-arrestin-1: -21%; K1F lysis inhibition: 0.0%; GPR55 activation: -0.1%; MgcRacGAP inhibition: 6%; KOR beta-arrestin-2: 32%; GPR35 arrestin U2OS: -1%; NTR1 agonist: -0.6; GPR55 LPI antagonism: 8%; NOD1 NF-kB reporter: -2%; NTR1 agonist cell count 20 µM: 90

Results for COc1ccccc1NC(=O)CSc1nnc(-c2ccoc2C)n1CCc1ccccc1 ?
KOR beta-arrestin-1: -0.4%; K1F lysis inhibition: 0.1%; GPR55 activation: -0.2%; MgcRacGAP inhibition: 9%; KOR beta-arrestin-2: -6%; GPR35 arrestin U2OS: 29%; NTR1 agonist: -0.3; GPR55 LPI antagonism: 8%; NOD1 NF-kB reporter: -20%; NTR1 agonist cell count 20 µM: 70

What do the screens show for `COc1cccc(CC2CC(=O)N(CCc3ccc4c(c3)OCO4)C2=O)c1` (stereo not drawn)?
KOR beta-arrestin-1: -7.0%; K1F lysis inhibition: 0.0%; GPR55 activation: 0.3%; MgcRacGAP inhibition: 4%; KOR beta-arrestin-2: -23%; GPR35 arrestin U2OS: 10%; NTR1 agonist: -0.8; GPR55 LPI antagonism: -5%; NOD1 NF-kB reporter: -10%; NTR1 agonist cell count 20 µM: 55
